Source: PubChem (National Center for Advancing Translational Sciences (NCATS))
TSHR antagonist – blocks TSH signaling through the human TSH receptor | 330,000 tested, 0.2% active | AID 504810 | activity change, negative = inhibition, % at 11.5 µM | TSHR-expressing cells, TSH-stimulated cAMP HTRF, 2 h; hits give low values | P16473;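 active = activity change below a set negative limit, meaning inhibition stronger than a set level, cut at about -70% in these data; inconclusive = activity change between two set negative limits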; also: % is scaled to controls: 0 for no effect and ±100 for the full control effect
Target sequence (P16473 whole entry, looked up): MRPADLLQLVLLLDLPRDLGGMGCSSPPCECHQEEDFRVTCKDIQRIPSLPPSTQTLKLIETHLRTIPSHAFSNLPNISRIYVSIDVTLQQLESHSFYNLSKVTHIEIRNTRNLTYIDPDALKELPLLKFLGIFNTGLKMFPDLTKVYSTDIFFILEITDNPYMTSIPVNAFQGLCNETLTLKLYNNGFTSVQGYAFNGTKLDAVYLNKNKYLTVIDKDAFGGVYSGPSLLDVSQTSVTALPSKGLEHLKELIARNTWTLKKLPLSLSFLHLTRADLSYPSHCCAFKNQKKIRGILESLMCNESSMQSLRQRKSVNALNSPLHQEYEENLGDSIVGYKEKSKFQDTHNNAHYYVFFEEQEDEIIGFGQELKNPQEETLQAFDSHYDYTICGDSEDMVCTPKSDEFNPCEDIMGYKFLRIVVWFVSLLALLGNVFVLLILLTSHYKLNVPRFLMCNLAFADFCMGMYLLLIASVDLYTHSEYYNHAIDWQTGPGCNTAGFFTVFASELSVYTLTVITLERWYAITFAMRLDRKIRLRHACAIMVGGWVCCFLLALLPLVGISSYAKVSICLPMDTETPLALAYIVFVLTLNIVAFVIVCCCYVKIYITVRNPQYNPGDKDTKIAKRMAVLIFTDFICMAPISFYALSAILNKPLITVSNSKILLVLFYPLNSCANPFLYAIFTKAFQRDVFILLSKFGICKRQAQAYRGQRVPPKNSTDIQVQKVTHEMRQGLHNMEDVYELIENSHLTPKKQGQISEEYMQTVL
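TSHR-expressing cells were treated with compounds, then stimulated with TSH at EC80 (4nM final) for 2 hours at 37 deg C. Cellular cAMP was measured by HTRF competition between lysate cAMP and cAMP-d2 for a cryptate-labelled anti-cAMP antibody.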
ELG1 DNA repair – ELG1-dependent DNA repair inhibition; Potency, µM (doses to about 46.1 µM), inactives show at the highest dose activity change, negative = inhibition, actives largely listed as inhibitors; 330,000 tested, 2.3% active; HEK293T ELG1-luciferase reporter, luminescence, 16 h; DNA damage induced by 5-fluorouridine; also: potency is read from the fitted curve at half-maximal effect; % is scaled to controls: 0 for no effect and ±100 for the full control effect; nearly all actives have a fitted effect of over 55% in size
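In this reporter screen, reduction of luminescence relative to DMSO vehicle indicated activity. Compounds and 5-fluorouridine were added together to 2,000 cells per well, incubated for 16 hr at 37 °C, then developed with ONE-Glo.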
TCR activator – T cell receptor activation; primary human leukocytes, anti-CD3, IL-2 HTRF, 48 h; 330,000 tested, under 10 active; Potency, µM (titrated, usually from 9.22 µM), for inactives: top-dose activation of IL-2 secretion, hits mostly activators; also: % of control where 0% means no effect
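IL-2 release read by HTRF sandwich (Eu cryptate donor, d2 acceptor, 665 nm emission) after 48 hr exposure of primary human leukocytes to compound together with anti-CD3 beads in the absence of co-stimulatory signals.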
KCNH2 WT inh – blocks the wildtype human KCNH2 potassium channel. 340,000 tested, 0.37% active. Q12809. U2OS, BacMam KCNH2, thallium flux FluxOr; hits give low values. AID 720551. activity change, % at 1.84 µM;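 active = maximum activity change below -70%; inconclusive = maximum activity change between -70% and -50%; inactive = maximum activity change above -50%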; also: % is scaled to controls: 0 for no effect and ±100 for the full control effect
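U2OS cells transduced with wild-type KCNH2 virus are loaded with FluxOr dye for 45 min, and thallium flux is measured in kinetic reads before and after stimulation buffer. Rate constants are normalized to DMSO controls.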
Eya2 phos inh – blocks the phosphatase activity of human Eya2. O00167. recombinant Eya2, OMFP fluorescence dephosphorylation (OMFP is methylfluorescein phosphate). Potency, µM (top dose mostly 76.9 µM), for the others: at the highest dose activity, negative = inhibition, most hits filed as inhibitors. 330,000 tested, 0.006% active; also: potency is read from the fitted curve at half-maximal effect; % is scaled to controls: 0 for no effect and ±100 for the full control effect
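Eya2 protein (added as 0.2 uM solution) was preincubated with compound for 10 min at ambient temperature in 50 mM HEPES pH 7.5, 50 mM NaCl, 5 uM MgCl2, 0.05% BSA, 1 mM DTT. OMFP (added at 50 uM) then reacted 10 min; fluorescence read at 485/525 nm.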
Mito fusion yeast – inhibitors of mitochondrial division or activators of mitochondrial fusion; S. cerevisiae fusion-defective mutant growth rescue, CellTiterGlo 48 h; Potency, µM (series often up to 46.1 µM), inactives show at the top dose growth rescue (activation), actives largely listed as activators; 320,000 tested, 0.23% active; AID 485298;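 also: potency is read from the fitted curve at half-maximal effect; % of control where 0% means no effect; nearly all actives have a fitted effect of over 45% in size; temperature-sensitive fusion mutants such as fzo1-1 at 37 °C on non-fermentable ethanol glycerol medium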
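Yeast fusion mutant, YPEG (non-fermentable carbon), compound, 48 h at 37C non-permissive; CellTiterGlo added, 10 min RT, luminescence read. Rescued growth = division inhibition.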
A-T KAP1 phos – candidate therapy for ataxia-telangiectasia; […] A-T fibroblasts, KAP-1 phosphorylation AlphaLISA; neocarzinostatin DNA damage 30 min before lysis; 320,000 tested, 0.19% active; Potency, µM (doses to about 57.5 µM), inactives show at the top dose activation, actives largely listed as activators; also: potency is read from the fitted curve at half-maximal effect; % of control where 0% means no effect; nearly all actives have a fitted effect of over 45% in size
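ATM-like activity read as KAP-1 phosphorylation via AlphaLISA donor/acceptor antibody pairs after lysis and 6 hr at 25C. Cells were ATM-null patient fibroblasts ([…], hTERT), dosed 60 min, then exposed to the DSB inducer NCS for 30 min.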
USP2a inh – USP2a (human) protease inhibition. Potency, µM (top dose mostly 38.3 µM), for the others: at the highest dose activity change, negative = inhibition, usual class: inhibitors. 330,000 tested, 0.01% active. USP2 core, Ub-CHOP2 coupled fluorogenic reporter, 485/531. AID 463254;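 also: potency is read from the fitted curve at half-maximal effect; plate controls were DMSO wells for no effect and full inhibition by NEM control for full effect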
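Deubiquitinase activity read as fluorescence (485/531 nm) after Ub-CHOP2 cleavage activates the enterokinase reporter on its substrate; USP2 core 10nM, Ub-CHOP2 and substrate 25nM each, 30min compound preincubation then 60min RT; data normalized to NEM, curves fitted.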
KCNH2 3.1 block – KCNH2 3.1 (human) potassium channel inhibition; U2OS KCNH2 3.1, thallium flux FluxOr; hits give low values; activity change, % (tested at about 1.8 µM); 340,000 tested, 0.95% active; AID 720553;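 active = maximum activity change below -70%; inconclusive = maximum activity change from -70% to -50%; inactive = maximum activity change above -50%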;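 also: thallium influx rate constant from kinetic fluorescence after stimulation buffer; % is scaled to controls: 0 for no effect and ±100 for the full control effect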
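Kinetic fluorescence (2 min after stimulation buffer) measures Tl+ influx through KCNH2 3.1 expressed by viral transduction in U2OS cells; the rate constant is normalized against DMSO controls serving as positive and negative references.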
TRPV1 ag – activates the human vanilloid receptor TRPV1 | TRPV1-expressing cells, Fluo-8 calcium influx, agonist mode | 320,000 tested, 0.19% active | activation, % at 8.33 µM | Q8NER1; in the data active = activation above about 80%; inconclusive = between about 30% and that limit; also: 0% is about no effect
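TRPV1-expressing cells were cultured overnight at 35.5C and loaded with Fluo-8 calcium dye for 40 to 90 min at room temperature. After a 10 s baseline, compound was added and calcium influx was read kinetically for 3 min (ex 480/em 520 nm).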
Starred values were filed as active, the others as inactive; i = inactive; ? = inconclusive; · = no result given; & = joins results of further samples; [ ] = another dose, or the depositor's remark. Unless noted, calls follow the shape of the dose curve; as a rule, active = well fitted curve in the direction sought with a large enough effect; inconclusive = small, poorly fitted or top-dose-only effect, or another doubt; inactive = no such curve, though single readings can be large; an effect the other way counts as inactive or inconclusive.

SMILES	TSHR antagonist	ELG1 DNA repair	TCR activator	KCNH2 WT inh	Eya2 phos inh	Mito fusion yeast	A-T KAP1 phos	USP2a inh	KCNH2 3.1 block	TRPV1 ag
Cc1ccsc1C(=O)C1CCCN(Cc2cc(C(C)C)n[nH]2)C1 (centres undefined)	6	-15%	-4%	-17	4%	-2%	3%	0%	-5	15
Cn1c(NN=O)nc2ccccc21	-4	?	13%	6	-12%	2%	-1%	-1%	-2	9
COc1ccc(C(=O)C2CN(C)CC2C(=O)c2ccc(OC)cc2)cc1 (centres undefined)	6	?	4%	15	-1%	-3%	-6%	-1%	-31	-4
CCCCn1c(=O)c(C(=O)Nc2ccccc2)c(O)c2ccccc21	-15	20%	-3%	-4	6%	-2%	10%	4%	14	1
O=C1CN=C(c2cccs2)c2c(sc3c2CCCC3)N1	-18	-16%	2%	-18	0%	3%	4%	1%	7	0
Cn1c(O)c(C=NC2CC3CCC2(C)C3(C)C)c(=O)[nH]c1=O (centres undefined)	-17	2%	4%	-15	6%	0%	5%	3%	-7	10
CCC(=O)N1CCN(CCN=Cc2c(O)n(C)c(=O)n(C)c2=O)CC1	3	4%	5%	-10	1%	2%	1%	0%	10	0
CCC1=Nc2cc(C(=O)N3CCC4(CC3)OCCO4)ccc2Sc2ccccc21	-15	9%	-6%	-1	-5%	24%	0%	1%	-12	27
CN(C)C(=O)Oc1cccc2c(OC(=O)N(C)C)cccc12	4	?	1%	4	-10%	-1%	0%	-1%	-2	0
CCCCNC(=O)c1c(N)n(Cc2ccc3c(c2)OCO3)c2nc3ccccc3nc12	14	-11%	-7%	-8	-17%	7%	2%	1%	1	1
Cc1nc2ccccc2c(=O)n1-n1cnnc1	4	-12%	·	3	-6%	2%	-3%	-2%	8	0
CC(C)N1C(=O)/C(=C/C=C/c2ccco2)C(=O)N(Cc2ccco2)C1=O	-8	?	-2%	10	9%	1%	14%	?	3	4
O=C(N/N=C/c1c(O)n(Cc2ccco2)c(=O)[nH]c1=O)c1ccccc1O	-10	12%	-3%	1	-2%	4%	-11%	-1%	2	17
CC(C)CC12CN3CCN(CC(C3)C1O)C2 (centres undefined)	-7	4%	5%	6	-8%	0%	8%	-6%	-11	-1
O=C(Oc1ccccc1)c1cccc(COC(=O)c2cnccn2)c1	7	?	-1%	8	4%	0%	5%	1%	4	18
CN1CC=C(c2c[nH]c3ccccc23)CC1	-4	-11%	-5%[46.1 µM]	3	-13%	0%	-3%	-2%	5	-2
CN1C(=O)C(=Cc2coc3ccccc3c2=O)C(=O)N(C)C1=O	-5	10%	8%	2	14%	-3%	1%	9%	18	1
Cn1cc(C(=O)c2ccccc2)c2ccccc21	-3	?	4%	5	-8%	3%	10%	-1%	-2	9
CCN(CC)CCN=Cc1c(O)n(Cc2ccccc2)c(=O)[nH]c1=O	-4&6	8%&-1%	-2%&-3%	15&33	-9%&24%	0%&1%	-3%&-4%	2%&2%	17&-7	-1&9
CC[C@@]1(C(=O)OC)N[C@H](CN(C)C(=O)c2ccc(C(C)(C)C)cc2)[C@@H]2C(=O)N(Cc3ccccc3)C(=O)[C@@H]21	4	12µM*	-2%	-1	-7%	·	-5%	1%	4	·
CCc1nccc2c1[nH]c1ccccc12	-4	-9%	-7%	-1	-5%	0%	13%	0%	10	?
CN1C2CCC1CC(OC(=O)c1ccc(Cl)cc1)(C(=O)O)C2 (centres undefined)	-3	8%	4%[46.1 µM]	-7	-4%	-4%	13%	0%	1	2
CCOP(=O)(OCC)/C(C#N)=C/c1ccc(Br)cc1	16	1%	1%	-3	-16%	14%	1%	-2%	-6	29
CNC(=O)O/N=C(\N)Cc1csc2ccccc12	-5	?	-3%	-4	-1%	13%	0%	1%	0	-2
CC(C)(C)NC(=O)N1c2ccccc2Sc2ccccc21	-7	?	-2%	8	-6%	11%	3%	-1%	3	3

Arranged by count of non-hydrogen atoms (largest number first): part of the list above
SMILES	TSHR antagonist	ELG1 DNA repair	TCR activator	KCNH2 WT inh	Eya2 phos inh	Mito fusion yeast	A-T KAP1 phos	USP2a inh	KCNH2 3.1 block	TRPV1 ag
O=C(Oc1ccccc1)c1cccc(COC(=O)c2cnccn2)c1	7	?	-1%	8	4%	0%	5%	1%	4	18
Cn1c(O)c(C=NC2CC3CCC2(C)C3(C)C)c(=O)[nH]c1=O (centres undefined)	-17	2%	4%	-15	6%	0%	5%	3%	-7	10
Cn1cc(C(=O)c2ccccc2)c2ccccc21	-3	?	4%	5	-8%	3%	10%	-1%	-2	9
CN1CC=C(c2c[nH]c3ccccc23)CC1	-4	-11%	-5%[46.1 µM]	3	-13%	0%	-3%	-2%	5	-2
CCc1nccc2c1[nH]c1ccccc12	-4	-9%	-7%	-1	-5%	0%	13%	0%	10	?

The listing picks up, starting 2 compounds before the break.
SMILES	TSHR antagonist	ELG1 DNA repair	TCR activator	KCNH2 WT inh	Eya2 phos inh	Mito fusion yeast	A-T KAP1 phos	USP2a inh	KCNH2 3.1 block	TRPV1 ag
CNC(=O)O/N=C(\N)Cc1csc2ccccc12	-5	?	-3%	-4	-1%	13%	0%	1%	0	-2
CC(C)(C)NC(=O)N1c2ccccc2Sc2ccccc21	-7	?	-2%	8	-6%	11%	3%	-1%	3	3
O=[N+]([O-])c1ccc(N2CCNCC2)cc1Sc1ccccn1	-3	26%	2%[46.1 µM]	i	1%	-7%	0%	2%	4	1
COc1cc2ccc(=O)oc2c2ccoc12	-3	1%	-3%	1	2%	2%	6%	4%	17	1
O=C1NC(=O)C(=Cc2cc3c(cc2[N+](=O)[O-])OCO3)C(=O)N1	-4	16%	0%	-6	6%	-2%	-6%	0%	5	0
CCOc1ccc(OCC)c(NC(=O)CN2CCN(c3ccc(C)cc3C)CC2)c1	38	?	-5%[46.1 µM]	-10	3%	13%	6%	3%	19	-1
O=c1[nH]c(=S)n(-c2cccc(C(F)(F)F)c2)c(O)c1C=NCCN1CCNCC1	2	?	3%	0	2%	-4%	5%	-1%	5	-4
Cc1ccc(-c2nc3ccccc3c(=O)n2-c2ccc(Br)cn2)cc1	5	-17%	-4%	6	10%	12%	-4%	-1%	-14	?
FC(F)(F)c1ccc2c(c1)ncn2C1CCN(Cc2nnnn2C2CCCCC2)CC1	-11	?	-1%	7	2%	18%	8%	-15%	?	-3
COc1ccc(C(=O)OC2C[C@H]3CC[C@H](C2)N3C)cc1OC (some centres undefined)	7	14%	-1%	12	10%	1%	12%	1%	4	0
COC(=O)C1=C(c2cccc(C#N)c2)C[C@@H]2CC[C@H]1N2C(=O)N1CCOCC1	3	?	4%	4	6%	-10%	4%	1%	-6	1
COC(=O)C1=C(c2cccc(C#N)c2)C[C@@H]2CC[C@H]1N2C(=O)NCCNC(C)=O	-29	10%	3%	6	-10%	-11%	11%	-4%	12	-2
O=[N+]([O-])c1ccc(NCCCN2CCOCC2)nc1	5	-3%	3%	2	-4%	0%	-7%	-1%	0	-3
COc1ccc2[nH]cc(CCN(C)C)c2c1	4	5%	3%	-12	-11%	5%	-7%	-3%	-7	0

The list is partial; count on the stated rates, not on these rows.
